SMN2 splice enh: qHTS Assay for Enhancers of SMN2 Splice Variant Expression; HEK293 SMN2-luciferase splicing reporter, luminescence, 30-36 h; 210,000 compounds, 2.8% hits; Potency, µM (series often up to 46.1 µM), for the others: at the top dose activity change, positive = activation, hits mostly activators; active = well fitted activation curve with a large enough effect; inconclusive = small, poorly fitted or top-dose-only effect; inactive = no such curve, though single readings can be large or run the other way; also: % of control where 0% means no effect; nearly all actives have a fitted effect of over 55% in size
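HEK293 cells carry an SMN2 […]–luciferase reporter in which exon 7 inclusion puts luciferase in frame. Cells were plated 10-12 h before compound addition, then incubated 30-36 h at 37C. ONE-Glo luminescence was read; sodium butyrate at 4.5 mM final served as control.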
Starred values were filed as active, the others as inactive; ? = inconclusive; [ ] = remark or other dose. Potency is read from the fitted curve at half-maximal effect. Some of the compounds tested; the hit share may differ from the screen's.

SMILES	SMN2 splice enh
Cc1ccc(Cn2c(=O)n(Cc3ccc(C(=O)NC4CCN(Cc5ccccc5)CC4)cc3)c(=O)c3ccccc32)cc1	-5.6%
Cc1cc(NC(=O)c2ccc(F)cc2)ccc1-c1cc2ccccc2oc1=O	-5.6%
CCOC(=O)c1cc(-c2ccc(C)cc2)n(CCC(=O)Nc2cc(Cl)ccc2C)c1C	-7.6%
COC(=O)c1ccc(C2c3c(oc4cc(C)c(C)cc4c3=O)C(=O)N2c2ccccn2)cc1 (stereo unspecified)	8.7%
COC(=O)c1ccccc1NC(=O)c1sc2nc(C)cc(C)c2c1NC(=O)c1ccccc1Cl	10.8%
Cc1cc(C)c(NC(=O)c2sc3nc(C)cc(C)c3c2N)c(C)c1	-2.0%
CCOC(=O)N1CCc2c(sc3c2c(=O)n(Cc2ccccc2)c(=O)n3Cc2cc(C)ccc2C)C1	3.0%
COc1ccc(N2CCN(C(=O)CCc3c(C)nc4cc(-c5ccc(Cl)cc5)nn4c3C)CC2)cc1	-12.4%
COc1ccccc1NC(=O)C(Cc1ccccc1)NS(=O)(=O)c1ccc2c(c1)CCN2C(C)=O (stereo unspecified)	4.7%
Cc1cc2nn(-c3ccc(F)cc3)nc2cc1NC(=O)c1ccc(OC(C)C)cc1	2.5%
COc1cccc(C(=O)NCc2nc(-c3ccccc3)no2)c1OC	-10.0%
CCC(=O)N1CCc2cc(Br)cc(S(=O)(=O)CCC(=O)N3CCN(c4cccc(C(F)(F)F)c4)CC3)c21	11.8%
O=C(CSc1ncc(-c2ccc(Cl)cc2)[nH]1)Nc1ccccc1F	-12.7%
COc1ccc(Cl)cc1C(=O)NCc1nc(-c2cccc(C)c2)no1	-5.9%
CCOc1cc(C2Nc3ccccc3-c3nnc(SCc4ccccc4)nc3O2)ccc1OC (stereo unspecified)	-6.6%
CC(=O)c1cc(C(=O)Nc2cc(C)cc(C)c2)c2ccccn12	1.7%
Cc1ccc(CNC(=O)C2CCN(Cc3nc(-c4ccccc4C)oc3C)CC2)cc1	4.9%
CCc1ccc(NC(=O)CN(c2cc(C)cc(C)c2)S(=O)(=O)c2c(C)[nH]c(=O)[nH]c2=O)cc1	1.4%
COC(=O)c1ccc(C2C(C(=O)Nc3ccccc3)=C(C)Nc3nc4ccccc4n32)cc1 (stereo unspecified)	-7.0%
O=C(O)CCn1c(=O)c2cccn2c2cccnc21	2.8%
CCOc1ccccc1N(C)C(=O)Cn1nc(Cc2ccncc2)c2ccccc2c1=O	-3.5%
CC(C)CCNC(=O)C1CCN(S(=O)(=O)c2cccc3nsnc23)CC1	-7.4%
COc1ccc(CCNC(=O)CCCn2c(=O)c3ccccc3n(Cc3ccc(F)cc3Cl)c2=O)cc1OC	?
CC(=O)Nc1ccc(NC(=O)c2cnn(-c3ccccc3)c2C2CCN(C(=O)OC(C)(C)C)CC2)cc1	-0.6%
COc1ccc(CCNC(=O)c2ccc3c(c2)N(Cc2ccccc2)CCS3)cc1OC	-22.6%
Cc1ccc2c(CC(=O)NCc3ccccc3)coc2c1C	-7.9%
CCOc1ccccc1C(=O)N(Cc1ccccc1F)C1CCS(=O)(=O)C1 (stereo unspecified)	1.3%
COc1ccc(NC(=O)CSC2=Nc3ccccc3C3=NC(CC(=O)NCc4ccccc4OC)C(=O)N23)cc1Cl (stereo unspecified)	7.2%
O=C(Cc1ccc(Cl)cc1)Nc1ccc2oc(-c3ccccc3F)nc2c1	13.9%
O=C(Cn1nc(C(F)(F)F)c2c1CCC2)Nc1ccc(Cl)cc1	-18.8%

Gathered by group, those above with an NH in an aromatic ring.
SMILES	SMN2 splice enh
O=C(CSc1ncc(-c2ccc(Cl)cc2)[nH]1)Nc1ccccc1F	-12.7%
CCc1ccc(NC(=O)CN(c2cc(C)cc(C)c2)S(=O)(=O)c2c(C)[nH]c(=O)[nH]c2=O)cc1	1.4%

The main list resumes; the five compounds before the break are reprinted first.
SMILES	SMN2 splice enh
Cc1ccc2c(CC(=O)NCc3ccccc3)coc2c1C	-7.9%
CCOc1ccccc1C(=O)N(Cc1ccccc1F)C1CCS(=O)(=O)C1 (stereo unspecified)	1.3%
COc1ccc(NC(=O)CSC2=Nc3ccccc3C3=NC(CC(=O)NCc4ccccc4OC)C(=O)N23)cc1Cl (stereo unspecified)	7.2%
O=C(Cc1ccc(Cl)cc1)Nc1ccc2oc(-c3ccccc3F)nc2c1	13.9%
O=C(Cn1nc(C(F)(F)F)c2c1CCC2)Nc1ccc(Cl)cc1	-18.8%
CCc1cccc(C)c1Nc1c(-c2ccc(N(C)C)cc2)nc2cnccn12	2.1%
Cc1ccc2c(CC(=O)Nc3nnc(C(C)C)s3)coc2c1C	-13.2%
COc1ccc(OC)c(CNS(=O)(=O)c2ccc3c(c2)oc(=O)n3C)c1	5.5%
CCN(CC)S(=O)(=O)c1ccc(-c2csc(=Nc3cccc(C(F)(F)F)c3)n2Cc2ccc3c(c2)OCO3)cc1	-5.5%
CCN1CCc2nc3sc(C(=O)c4ccccc4)c(N)c3cc2C1	-11.7%
Cc1ccc(-c2nnc(Nc3ccc(S(N)(=O)=O)cc3)c3ccccc23)cc1S(=O)(=O)N1CCOCC1	-5.2%
COc1ccc(NC(=O)/C(C#N)=C/c2ccc(OCc3cc(=O)n4nc(C)sc4n3)cc2)cc1	0.8%
CN1C(=O)c2[nH]nc(-c3ccc(F)cc3)c2C1c1cccc(O)c1 (stereo unspecified)	-10.2%
Cc1ccc(S(=O)(=O)N(CC(=O)Nc2cccnc2)c2cc(Cl)ccc2C)cc1	-36.2%[inhibitor]
COc1ccccc1CNC(=O)CCCn1c(=O)c2ccccc2n(Cc2ccccc2F)c1=O	9.9%
Cc1cc(C)cc(OCC(=O)N(Cc2ccco2)Cc2ccccc2Cl)c1	-20.3%
COc1cccc(-c2cc(C(=O)NCCc3ccc(OC)c(OC)c3)no2)c1	-15.1%
CCc1nn2c(=O)c(S(=O)(=O)Nc3ccc(Br)cc3F)c(C)nc2s1	-7.7%
CCOC(=O)c1c(NC(=O)CSc2nc(-c3ccccc3)cc(C(F)(F)F)n2)sc(C)c1C	-4.5%
CCOC(=O)C1CCCN(c2c(C(=O)c3ccccc3)cnc3ccc(F)cc23)C1 (stereo unspecified)	-4.9%
CCN(CC)CCCNC(=O)CCCn1c(=O)[nH]c2ccc(Br)cc2c1=O	5.7%
Cc1cc(NC(=O)c2cnn(-c3ccccc3)c2-n2cccc2)ccc1Br	22.2%
C=CCC(CC=C)(CNC(=O)C(=O)Nc1cccc(C(F)(F)F)c1)c1ccccc1	0.5%
CCOc1ccc(C(=O)NCCn2cc(SCC(=O)Nc3ccccc3)c3ccccc32)cc1	-16.9%
CC(NC(=O)C1CCN(S(=O)(=O)c2ccc(F)cc2)CC1)c1ccccc1 (stereo unspecified)	-14.2%
Cc1cccc2c1-c1sc(C(=O)NCCCN3CCN(c4ccccc4F)CC3)cc1CO2	-2.5%
CCOc1cc2sc(N3CCC(C(=O)Nc4ccc(C(C)C)cc4)CC3)nc2cc1Br	14.1µM*
COc1cc(NS(=O)(=O)c2ccc3[nH]c(=O)[nH]c3c2)cc(OC)c1	-6.9%
CCCCSCCCNC(=O)CN1C(=O)COc2ccc(S(=O)(=O)N3CCC(C)CC3)cc21	-5.1%
CCCCn1c(COc2cccc(OC)c2)nc2ccccc21	-15.9%
COc1ccc(N2Cc3cccc(C(=O)Nc4ccc(F)cc4)c3C2=O)cc1	-13.4%
COC(=O)c1ccccc1NC(=O)c1cc2c(-c3ccc(OC)c(OC)c3)nn(C)c2s1	-7.2%
Cc1cccc(-n2c3nc(=O)[nH]c(=O)c-3cc3ccc(Cl)cc32)c1C	-10.6%
COc1cc(NC(=O)c2nnn(Cc3ccc(F)cc3)c2N)cc(OC)c1	6.7%
O=c1c(-c2cc(-c3ccc(F)cc3)nc3c2COc2ccc(Cl)cc2-3)coc2ccc(F)cc12	3.3%
CCCCc1ccc(C(=O)N/C(=C\c2ccc(C)cc2)C(=O)NC2CCCCC2)cc1	20.8%
Cc1cccc(OCC(=O)Nc2ccc(-c3nc4cc(C)ccc4o3)c(O)c2)c1	26.4%
COc1ccc(Nc2ncnc3onc(-c4ccc(Cl)cc4)c23)cc1Cl	-16.6%
O=C(Nc1ccc(-c2nc3ccccc3s2)c(O)c1)c1ccc(Br)cc1	-4.4%
Cc1cccc(-n2c(CNC(=O)c3cccc(F)c3)nnc2SCC(=O)Nc2ccccc2F)c1	-14.5%
O=C(c1ccc2c(c1)N(Cc1ccc(Cl)cc1)C(=O)c1ccccc1S2(=O)=O)N1CCc2ccccc21	-7.3%
CCCCN(CCCC)CC(O)Cn1cc(/C=C/C(=O)c2ccccc2)c2ccccc21 (stereo unspecified)	0.9%
O=C(CCn1c(=O)c2sccc2n(Cc2ccc(F)cc2Cl)c1=O)NCc1ccc2c(c1)OCO2	7.6%
CCOc1ccc(CCNC(=O)CN2C(=O)COc3ccc(S(=O)(=O)N4CCCC4)cc32)cc1	14.1%
COc1cc2c(=O)c(C(=O)c3ccc(C)c(C)c3)cn(Cc3ccccc3F)c2cc1OC	-1.2%
CC(=O)N1CCc2cc(S(=O)(=O)NC(CC(C)C)C(=O)Nc3ccc(C(C)C)cc3)ccc21 (stereo unspecified)	12.3%
Cn1c(=O)cc(SCC(=O)N2CCN(c3ccc(F)cc3)CC2)c2ccc(Cl)cc21	-2.7%
N#C/C(=C\c1cccc(F)c1)c1nc(-c2cc3ccccc3oc2=O)cs1	0.5%
COc1ccc(-n2c(C)nc3c(cnn3-c3ccc(C)c(C)c3)c2=O)cc1Cl	-6.7%
O=C(Cn1ncc2c3ccccc3n(Cc3ccccc3F)c2c1=O)N1CCCCC1	-0.4%
Cc1ccc2c(=O)cc(C(=O)Nc3nc4ccc(Cl)cc4s3)oc2c1C	-3.5%
CCc1ccc2ncc3c(-c4ccccc4)nn(-c4ccccc4)c3c2c1	-4.6%
COc1ccc(Br)cc1S(=O)(=O)Nc1cc(-c2cn3ccccc3n2)ccc1C	-3.1%
Cc1coc2c1c(C)cc1oc(=O)cc(C)c12	6.5%
COc1ccc(CNC(=O)CCS(=O)(=O)c2cc(Br)cc3c2N(C(=O)C2CC2)CC3)cc1	11.0%

Carrying on.
SMILES	SMN2 splice enh
Fc1ccc([C@@H]2Nc3ccccc3[C@@H]3C=CC[C@@H]32)cc1	4.1%
CCC(Oc1ccc(F)cc1)C(=O)Nc1nc(-c2ccc(F)cc2)ns1 (stereo unspecified)	-84.3%[inhibitor]
CN(Cc1ccccc1)C(=O)C1CCN(S(=O)(=O)c2ccc3nc4c(c(C(=O)O)c3c2)CCCC4)CC1	-5.8%
CCOC(=O)c1cnc2c(ccc3ccccc32)c1Nc1cccc(OC)c1	14.1%
O=C(Nc1cccc(Cl)c1)c1cnc[nH]1	11.2µM*
Cc1ccc(C)c(N2CCN(C(=O)c3cn(CC(C)C)c(=O)c4c3c3ccccc3n4C)CC2)c1	-4.1%
CCOc1ccccc1NC(=O)Cn1c(=O)n(-c2ccc(F)cc2)c(=O)c2c3c(sc21)CN(C(C)=O)CC3	28.6%
Cc1c2cnn(CC(=O)NCc3ccc(F)cc3)c(=O)c2c(C)n1Cc1ccccc1F	9.3%
Cc1nc2scc(C)n2c(=O)c1S(=O)(=O)NCCc1ccccc1	1.3%
Cc1nn(-c2ccccc2)c(OC(=O)c2ccccc2F)c1S(=O)(=O)c1ccccc1	-4.1%
CCOc1ccc(-n2c(=O)c3c(C)c(C)sc3n(CC(=O)N(CC)Cc3ccccc3)c2=O)cc1	-3.1%
CCCCN(CCCC)CCNC(=O)c1cn(C)c2ccc(S(=O)(=O)N3CCCC3)cc2c1=O	?
Cc1ccc(CNC(=O)CCc2c(C)nc3nc(CNC(=O)OC(C)(C)C)nn3c2C)cc1	-8.8%
COc1cccc(-n2c(=O)c3sc4ccccc4c3n(Cc3c(F)cccc3Cl)c2=O)c1	5.1%
CCn1c(=NC(=O)c2ccc(S(=O)(=O)N3CCCCC3)cc2)sc2cccc(OC)c21	?
COc1ccc(CNCc2c(C(=O)O)c(C)n(Cc3ccccc3C)c2C)c(OC)c1	-1.3%
COc1ccc(N2CCN(C(=O)Cn3ncc4c3-c3cc(C)ccc3OC4)CC2)cc1	-17.2%
CCCCOc1ccc(CN2C(=O)C(=O)c3cc(Br)cc(C)c32)cc1OC	-33.5%[inhibitor]
COc1cccc(N(CC(=O)N2CCC(C)CC2)S(=O)(=O)c2ccc(C)cc2)c1	-5.5%
CCCc1oc2ccc(NS(=O)(=O)c3ccc(OCC)cc3)cc2c1C(=O)OCC	-13.1%
CCOC(=O)c1c(C)n(-c2ccccc2)c2ccc(OC(=O)c3ccccc3Cl)cc12	-5.7%
Cc1cc(OC(C)C(=O)N(Cc2ccc(N(C)C)cc2)Cc2ccco2)ccc1Cl (stereo unspecified)	-24.2%
CC(C)c1ccc(NC(=O)C2CCN(S(=O)(=O)c3ccc(Br)s3)CC2)cc1	-7.2%
Cc1ccc(-n2nc(CO)c(C(=O)NCCCCc3ccccc3)n2)cc1	21.4%
O=C(CCS(=O)(=O)c1nc(-c2ccc3c(c2)OCO3)cc(C(F)(F)F)n1)Nc1ccccc1C(F)(F)F	-9.2%
COc1ccc(-c2nn(C)c3sc(C(=O)N4CCN(c5cccc(C)c5C)CC4)cc23)cc1OC	-6.3%
CCc1ccc(-n2nc(CO)c(C(=O)NCc3ccccn3)n2)cc1	-25.7%
CCOC(=O)C1=C(CN2CCN(c3ccccc3F)CC2)NC(=O)NC1c1ccc(Cl)cc1 (stereo unspecified)	8.3%
CCOc1ccc(CC(=O)Nc2c(C(=O)c3ccccc3)oc3ccc(Cl)cc23)cc1OCC	2.1%
Cc1ccccc1S(=O)(=O)Cc1ccc(C(=O)NCc2ccccc2Cl)o1	-14.4%
O=C1CC(c2ccc(F)cc2)c2c(n3c(nc4ccccc43)[nH]c2=O)N1 (stereo unspecified)	13.0%

Compound activity: PubChem BioAssay, National Center for Advancing Translational Sciences (NCATS)
